# Peg3 imprint = inducers of genomic imprint erasure in mouse ES cells; mouse ES Peg3-LacZ reporter, beta-gal luminescence, 40 h; Potency, µM (series often up to 60.7 µM), inactives show top-dose activity change, positive = activation, usual class: activators; hit rate 0.02% among 110,000; AID 1948;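 also: 0% = negative control wells on the plate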
#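 Readout: BetaGlo luminescence (5 min, room temp) for LacZ from the normally silent maternal Peg3 allele in female Peg3LacZ-Neo ES cells. Cells 300/well, 40 h, 37C, 5% CO2. Data normalized per plate to negative controls.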
# IkB signaling = IkB pathway inhibition in ABC-DLBCL cells; ABC-DLBCL IkBa-CBG/CBR dual luciferase ratio, 4 h; response scale: scaled: untreated 0%, proteasome inhibitor 100%; Potency, µM (highest dose often 57.1 µM), without a hit: at the highest dose IkBa stabilization activation; hit rate 0.04% among 110,000; AID 445; active = well fitted curve in the direction sought with a large enough effect in the signal ratio, not every such curve was filed as active; inconclusive = small, poorly fitted or top-dose-only effect, or a change in a side signal; the % refers to the signal ratio;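 also: the direction sought is a rising ratio; 0% = basal untreated cells and 100% = reference inhibitor full response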
#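 In this assay, an IκBα–CBG68 fusion accumulates when IKK-driven degradation is blocked; native CBR normalizes for cell number. OCI-Ly3 cells were treated 4 h with compound and doxycycline, then green and red light read after Chroma-Glo addition.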
# p53ts 39C tox = cytotoxicity in p53ts cells at nonpermissive temperature; H1299-p53A138V viability at 39C, ATP luminescence, 24 h; Potency, µM (highest dose often 46.1 µM), without a hit: at the highest dose activity change, negative = cell killing, usual class: cytotoxic; hit rate 1.5% among 130,000; AID 902; also: nearly all actives have a fitted effect of over 55% in size
# p53ts 32C tox = cytotoxicity in p53ts cells at permissive temperature; hit rate 0.93% among 130,000; H1299-p53A138V at 32C, ATP luminescence viability, 24 h; Potency, µM (top dose mostly 46.1 µM), without a hit: at the top dose activity change, negative = cytotoxicity, usual class: cytotoxic; AID 924;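 also: 0% = DMSO and -100% = full killing by reference compound; nearly all actives have a fitted effect of over 55% in size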
#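 H1299-p53 A138V cells (temperature-sensitive p53) exposed 24 h to up to 46 uM compound at 32C, where p53 is wild-type in conformation. Viability read as ATP luminescence and normalised to DMSO and 100 uM tamoxifen. AC50 fitted with the Hill equation.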
# The depositor's hits bear a star; ? = inconclusive; nt = not tested or not shown; [ ] = another dose, or the depositor's remark. Unless noted, calls follow the shape of the dose curve; as a rule, active = well fitted curve in the direction sought with a large enough effect; inconclusive = small, poorly fitted or top-dose-only effect, or another doubt; inactive = no such curve, though single readings can be large; an effect the other way counts as inactive or inconclusive. Unless noted, % is scaled to controls: 0 for no effect and ±100 for the full control effect; potency is read from the fitted curve at half-maximal effect.
# Start of the listing, in advance, 11 compounds:
# Field names: A = Peg3 imprint; B = IkB signaling; C = p53ts 39C tox; D = p53ts 32C tox
compound: Cc1cccc(C)c1NC(=O)Nc1cccs1
  A: -10%; B: 3.6%; C: -12%; D: 3%
compound: COC(=O)c1sc2cccc(F)c2c1S(=O)(=O)NC(C)c1ccccc1 (configuration not stated)
  A: 11%[10.9 µM]; B: ?; C: 8%; D: 0%
compound: CCOc1ccc(NC(=O)CC2C(=O)N(c3ccc(F)cc3)C(=O)N2CCc2sccc2C)cc1 (configuration not stated)
  A: 7%[10.9 µM]; B: ?; C: -15%; D: -10%
compound: Cc1cccc(C)c1OCC(O)Cn1ccnc1C (configuration not stated)
  A: -18%; B: -0.1%; C: -5%; D: -9%
compound: CCOC(=O)c1[nH]c(C)c(CCC(=O)NCc2ccc(CC)cc2)c1C
  A: -10%[10.9 µM]; B: ?; C: 4%; D: 16%
compound: O=C(c1ccco1)N1CCC2(CC1)CCN(c1ccccn1)CC2
  A: nt; B: -0.5%[11.4 µM]; C: -5%; D: -11%
compound: CN(C)c1ncc2nc(-c3cc(F)cc(F)c3)c(=O)n(C3CC3)c2n1
  A: 3%; B: 1.3%[11.4 µM]; C: 7%; D: 0%
compound: CC(C)Cn1cnc2c(SCc3ccccn3)nc(N)nc21
  A: -11%[10.9 µM]; B: -0.9%[11.4 µM]; C: 3%[9.22 µM]; D: 0%[9.22 µM]
compound: CCc1ccc(CN(Cc2ccco2)C(=O)c2cc(-c3ccc(Cl)cc3)on2)cc1
  A: -12%[10.9 µM]; B: -1.3%; C: -10%; D: -9%
compound: C=CCN1C(=O)C(O)(CC(=O)c2ccc(-n3cccc3)cc2)c2ccccc21 (configuration not stated)
  A: -10%; B: 5.2%; C: 14%; D: -3%
compound: C[N+](C)(C)CCNC(=O)c1c(O)c2c([nH]c1=O)CCCC2
  A: 0%; B: -1.3%; C: 5%; D: -5%

# Results (from the top)
# Field names: A = Peg3 imprint; B = IkB signaling; C = p53ts 39C tox; D = p53ts 32C tox
compound: Cc1cccc(C)c1NC(=O)Nc1cccs1
  A: -10%; B: 3.6%; C: -12%; D: 3%
compound: COC(=O)c1sc2cccc(F)c2c1S(=O)(=O)NC(C)c1ccccc1 (configuration not stated)
  A: 11%[10.9 µM]; B: ?; C: 8%; D: 0%
compound: CCOc1ccc(NC(=O)CC2C(=O)N(c3ccc(F)cc3)C(=O)N2CCc2sccc2C)cc1 (configuration not stated)
  A: 7%[10.9 µM]; B: ?; C: -15%; D: -10%
compound: Cc1cccc(C)c1OCC(O)Cn1ccnc1C (configuration not stated)
  A: -18%; B: -0.1%; C: -5%; D: -9%
compound: CCOC(=O)c1[nH]c(C)c(CCC(=O)NCc2ccc(CC)cc2)c1C
  A: -10%[10.9 µM]; B: ?; C: 4%; D: 16%
compound: O=C(c1ccco1)N1CCC2(CC1)CCN(c1ccccn1)CC2
  A: nt; B: -0.5%[11.4 µM]; C: -5%; D: -11%
compound: CN(C)c1ncc2nc(-c3cc(F)cc(F)c3)c(=O)n(C3CC3)c2n1
  A: 3%; B: 1.3%[11.4 µM]; C: 7%; D: 0%
compound: CC(C)Cn1cnc2c(SCc3ccccn3)nc(N)nc21
  A: -11%[10.9 µM]; B: -0.9%[11.4 µM]; C: 3%[9.22 µM]; D: 0%[9.22 µM]
compound: CCc1ccc(CN(Cc2ccco2)C(=O)c2cc(-c3ccc(Cl)cc3)on2)cc1
  A: -12%[10.9 µM]; B: -1.3%; C: -10%; D: -9%
compound: C=CCN1C(=O)C(O)(CC(=O)c2ccc(-n3cccc3)cc2)c2ccccc21 (configuration not stated)
  A: -10%; B: 5.2%; C: 14%; D: -3%
compound: C[N+](C)(C)CCNC(=O)c1c(O)c2c([nH]c1=O)CCCC2
  A: 0%; B: -1.3%; C: 5%; D: -5%
compound: CCS(=O)(=O)N1CCC(C(=O)OCC(=O)c2ccc(Br)cc2)CC1
  A: -8%; B: 3.2%; C: 3%; D: -5%
compound: CCOC(=O)N1CCN(C(=O)Nc2ccc3oc(C)nc3c2)CC1
  A: -5%; B: 0.3%; C: -1%; D: 3%
compound: COC(=O)c1ccccc1NC(=O)c1cnc2c(-c3cccc(C)c3)c(C)nn2c1C
  A: -10%[10.9 µM]; B: -1.1%; C: 10%; D: -4%
compound: Cc1cccc2cc(C(c3nnnn3Cc3ccccc3)N3CCN(C)CC3)c(=O)[nH]c12 (configuration not stated)
  A: -9%; B: -0.1%; C: -2%; D: 0%
compound: COc1ccc(CNC(=O)CS(=O)Cc2nc(-c3ccc(C)cc3)oc2C)cc1 (configuration not stated)
  A: -15%; B: 0.7%; C: -3%; D: -5%
compound: O=c1n(-c2cccc(Cl)c2)c(=O)n2n1CCC2
  A: 10%; B: 5.6%; C: 8%; D: 6%
compound: CCOC(=O)Cc1csc(NC(=O)COc2ccc(N(C)S(=O)(=O)c3cccs3)cc2)n1
  A: 0%; B: ?; C: -20%; D: 2%
compound: COCCCNC(=O)Nc1cc(C(=O)NCc2ccc(OC)cc2)ccc1N1CCCC1
  A: -12%[10.9 µM]; B: -0.3%; C: -11%; D: 5%
compound: O=C(Oc1ccc(Cl)c2cccnc12)N1CCOCC1
  A: 2%; B: -1.9%; C: -11%; D: 10%
compound: CCOC(=O)CCc1nc2ccccc2[nH]c1=O
  A: 9%; B: -1.8%; C: 9%; D: 9%
compound: O=C(c1ccco1)n1nc(-c2ccc(Cl)cc2)nc1NCc1ccco1
  A: 4%; B: 2.9%; C: 5%; D: -6%
compound: CCc1ccc(S(=O)(=O)c2nnn3c2nc(N2CCC(C(N)=O)CC2)c2cc(Cl)ccc23)cc1
  A: -6%[10.9 µM]; B: ?; C: ?; D: 11%
compound: CC(SCc1ccccc1)C(=O)NC1CCCC1 (configuration not stated)
  A: -2%; B: 0.2%; C: 7%; D: 7%
compound: Cn1c(=O)c(-c2ccc(Cl)cc2)nc2cnc(N3CCOCC3)nc21
  A: -5%; B: 0.4%[11.4 µM]; C: 1%; D: -5%
compound: Cc1ccc2c(c1)C(c1ccc(F)cc1)N(C(=O)COc1ccc(Cl)cc1Cl)CC(=O)N2 (configuration not stated)
  A: 4%[10.9 µM]; B: ?; C: -18%; D: 6%
compound: CCOC(=O)N1CCC(NC(=O)CCN2C(=O)COc3ccccc32)CC1
  A: -8%; B: 1.0%; C: 15%; D: 5%
compound: O=S(=O)(NCCOc1ccc(F)cc1)c1ccc2c(c1)OCCO2
  A: nt; B: 1.7%; C: -14%; D: -10%
compound: CCCOc1ccc(C(C)=O)cc1CSCCC#N
  A: nt; B: nt; C: -15%; D: -13%
compound: COc1ccccc1NC(=O)CSC1=Nc2ccccc2C2=NC(CCC(=O)NCc3ccco3)C(=O)N12 (configuration not stated)
  A: -10%[10.9 µM]; B: 0.7%; C: -6%; D: 0%
compound: CCc1ccc(-n2nnc(-c3nsc(NC(=O)c4ccccc4Cl)n3)c2C)cc1
  A: -5%[10.9 µM]; B: ?; C: -26%; D: -1%
compound: CCOc1ccc(NC(=O)CSc2nc3c(c(=O)n2-c2ccccc2OC)SCC3)cc1
  A: -16%; B: 7.3%; C: 18%; D: 8%
compound: Cc1ccc(-n2c(=O)c3c(cnn3C)n(CC(=O)Nc3cc(C)ccc3C)c2=O)cc1
  A: -10%[10.9 µM]; B: ?; C: 42%[activator]; D: 3%
compound: O=C(CSc1ccc2nnc(-c3ccncc3)n2n1)N1CCc2ccccc21
  A: -17%; B: 0.2%; C: 16%; D: -12%
compound: Cc1ccc(-c2noc(CNC(=O)c3ccc(Br)o3)n2)cc1
  A: -4%[10.9 µM]; B: ?; C: 4%; D: 0%
compound: Cc1cc(C)cc(C(=O)N(Cc2nc(-c3ccc(Cl)cc3)no2)C(C)C)c1
  A: -4%[10.9 µM]; B: ?; C: -21%; D: 9%
compound: COc1ccc(C)cc1NS(=O)(=O)c1c(C(=O)N2CCCCCC2)c(C)n(C)c1C
  A: -11%[10.9 µM]; B: -1.3%; C: -24%; D: 0%
compound: CC(=O)c1ccc(NC(=O)CN(C)S(=O)(=O)c2cccc3nsnc23)cc1
  A: 9%[10.9 µM]; B: ?; C: 9%; D: 7%
compound: CCc1cc2c(cc3c(=O)n(CC(=O)NCCc4ccc(OC)c(OC)c4)ncn32)s1
  A: -12%[10.9 µM]; B: -1.0%; C: -21%; D: 8%
compound: Cc1cccc(Nc2nc(Nc3cccc(C)c3)nc(N3CCOCC3)n2)c1
  A: 12%[10.9 µM]; B: ?; C: ?; D: 0%
compound: CCOC(=O)N1CCN(C(=O)CSc2ccccc2)CC1
  A: -1%; B: -0.6%; C: -17%; D: 5%
compound: COc1cc(OC)cc(C(=O)Nc2cc3c(cc2N2CCCC2)n(C)c(=O)c(=O)n3C)c1
  A: -5%[10.9 µM]; B: -1.0%; C: 13%; D: 3%
compound: COc1ccccc1CN1CCC(CNC(=O)c2cnn(-c3cccc(Cl)c3)c2C2CCN(C(=O)OC(C)(C)C)CC2)CC1
  A: -6%[10.9 µM]; B: ?; C: ?; D: -9%
compound: Oc1ccccc1C1=Nc2ncnn2C(c2ccccc2)C1 (configuration not stated)
  A: -8%; B: 0.7%; C: 4%; D: -2%
compound: CC(NC(=O)Nc1cc(Cl)ccc1Cl)c1c(-n2cccc2)sc2c1CCCC2 (configuration not stated)
  A: -17%[10.9 µM]; B: 0.6%; C: -21%; D: 1%
compound: O=C(NCC(c1cccnc1)N1CCc2ccccc2C1)C(=O)Nc1ccc(Cl)cc1 (configuration not stated)
  A: -13%[10.9 µM]; B: ?; C: -5%; D: -6%
compound: CCCC(=O)c1cc2c(cc1NC(=O)c1ccccc1F)OCCO2
  A: -6%[10.9 µM]; B: -0.8%; C: -22%; D: 7%
compound: COc1cccc2cc(C(=O)NC(C)C3CCCO3)c(=O)oc12 (configuration not stated)
  A: -17%; B: 1.5%; C: -14%; D: 9%
compound: CC(C)N(C)C1CCN(S(=O)(=O)c2ccc3[nH]c(=O)ccc3c2)CC1
  A: 17%[10.9 µM]; B: 3.6%; C: -10%; D: 6%
compound: O=C(NCC1CCCO1)c1c(O)c2c([nH]c1=O)CCCC2 (configuration not stated)
  A: -1%; B: 0.6%; C: -14%; D: 4%

# (further entries)
# Field names: A = Peg3 imprint; B = IkB signaling; C = p53ts 39C tox; D = p53ts 32C tox
compound: CNc1oc(-c2cccc3ccccc23)nc1C#N
  A: -9%; B: -1.9%; C: -11%; D: 4%
compound: CCc1ccc(-n2nc(C)c3c(C)cc(=O)n(CC(=O)Nc4cc(Cl)ccc4OC)c32)cc1
  A: -4%[10.9 µM]; B: ?; C: 6%; D: -3%
compound: Cc1nnc(NC(=O)CCSc2ccccc2)s1
  A: -7%; B: 0.2%; C: 4%; D: 9%
compound: O=C(C1CCN(S(=O)(=O)N2CCOCC2)CC1)N1CCN(Cc2ccc3c(c2)OCO3)CC1
  A: -13%; B: 1.6%; C: -4%; D: 5%
compound: Cc1ccc(S(=O)(=O)NCC(c2cccnc2)N(C)C)cc1 (configuration not stated)
  A: -6%; B: 0.1%; C: -4%; D: 7%
compound: O=C(Cn1ccn(-c2ccc(F)c(F)c2)c(=O)c1=O)c1ccc(F)cc1
  A: -14%[10.9 µM]; B: 0.3%; C: -25%; D: 0%
compound: O=C(NC1CCCCCCC1)C1CCC(CNc2c(N3CCCC3)c(=O)c2=O)CC1 (configuration not stated)
  A: 8%; B: -1.6%; C: 13%; D: 12%
compound: O=C(NCCCCN1CCCC1)c1ccc(-n2c(=O)c(=O)[nH]c3ccccc32)cc1
  A: nt; B: nt; C: 5%; D: 0%
compound: O=C(O)c1cc(Cl)cc(Cl)c1
  A: -11%; B: -1.0%; C: -6%; D: 1%[1.84 µM]
compound: COCCn1c(C)cc(O)c(C(c2ccccc2)N2CCC(C)CC2)c1=O (configuration not stated)
  A: -5%[10.9 µM]; B: 1.7%; C: -5%; D: -13%
compound: Cc1ccc(CNC(=O)CN2C(=O)CC(c3ccc(C)c(C)c3)=Nc3ccccc32)cc1
  A: -11%[10.9 µM]; B: ?; C: ?; D: -11%
compound: Cc1nc2ccccn2c1P(=Nc1ccccc1)(N(C)C)N(C)C
  A: -8%; B: 0.1%; C: -4%; D: 2%
compound: CCN(CC)C(=O)COc1ccc(Br)cc1Cl
  A: -5%; B: -1.3%; C: 0%; D: -3%
compound: CN(C(=O)c1ccncc1)c1nnc(-c2cccnc2)s1
  A: -11%; B: 1.0%; C: -5%; D: 1%

# Bioassay records from PubChem BioAssay.
